Compound activity from PubChem.
Vif inh – HIV Vif self-association inhibitors, primary screen, imaging, HEK293T, single point; HEK293T cells, Vif self-association by quenched fluorescence, 24 h; 340,000 compounds, 0.35% hits; AID 602346, 2012; inhibition, % at 7.49 µM; in the data active = inhibition above about 50%, passing the limit was not always enough; inconclusive = no clear call, values can overlap the other calls; inactive = below about 31%; also: some results filed as inactive read as strong as hits
LMP1 NFkB inh – EBV LMP1-driven NF-kappaB luciferase reporter inhibitors, primary screen, cell-based, luminescence, single point; LMP1-induced NF-kappaB luciferase reporter cells; inhibition, % at 12.5 µM; 350,000 compounds, 0.69% hits; in the data active = inhibition above about 41%; inconclusive = no clear call, values can overlap the other calls;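 also: 0% = neutral control wells and 100% = reference inhibitor control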
NR2F2 inh – NR2F2 transcriptional activity inhibitors, primary screen, cell-based, luciferase reporter, HEK293T, luminescence | inhibition, % at 8.6 µM | HEK293T NGFI-A luciferase reporter | 370,000 compounds, 0.7% hits | AID 686940, 2013 | COUP transcription factor 2 (Homo sapiens), P24468;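 active = inhibition above a per-plate cutoff, mean inhibition of test wells between control levels plus 3 SD, cut at about 38% in these data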;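 also: cells cotransfected with COUP-TFII expression vector driving the NGFI-A reporter; 0% = median of COUP-TF2 test wells and 100% = reporter-only cells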
SRC1 inh – SRC1 coactivator transcriptional activity inhibitors, primary screen, cell-based, luminescence; 360,000 compounds, 0.12% hits; inhibition, % at 3.6 µM; HEK293 GAL4-SRC1 luciferase reporter;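 active = inhibition above the campaign mean plus 3 SD, with each screening campaign given its own cutoff, cut at about 60% in these data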;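 also: 0% = DMSO treated cells and 100% = gossypol at 36 µM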
NCOA2 inhibitor – inhibition of GAL4-SRC2 driven luciferase reporter, primary screen, SRC2 inhibitor project, cell-based, luminescence | AID 651957, 2012 | 370,000 compounds, 0.17% hits | inhibition, % at 9 µM | HEK293 GAL4-SRC2 luciferase reporter;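 active = inhibition above the mean inhibition of all tested compounds plus 3 SD, set per campaign, cut at about 52% in these data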;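 also: 0% = DMSO treated cells and 100% = cells given Gossypol at 36 µM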
NOD2 RIPK2 PPI – NOD2-RIPK2 binding disruptors in cells, primary screen, fluorescence, CHO cells, BLA complementation; inhibition, % at 4.98 µM; CCF4 ratio; AID 624267, 2012; Receptor-interacting serine/threonine-protein kinase 2 (Homo sapiens), O43353; 360,000 compounds, 0.38% hits; in the data active = inhibition above about 21%;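 also: 0% = vehicle only and 100% = reference blocker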
TLR9-MyD88 inh – inhibitors of TLR9-MyD88 association in cells, primary screen, cell-based, CHO, BLA complementation, fluorescence. Toll-like receptor 9 (Homo sapiens) + Myeloid differentiation primary response protein …. CCF4 FRET ratio. inhibition, % at 4.98 µM. 340,000 compounds, 0.21% hits. AID 504734, 2011;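 active = inhibition above the mean over all tested compounds plus 3 SD, cut at about 21% in these data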;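 also: 0% = DMSO only wells and 100% = clavulanate BLA inhibitor control wells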
TROY NFkB inh – inhibitors of TROY-driven NF-kB signaling, primary screen, Q293 LMP1-TROYcd cells, NF-kB luciferase, uHTS. Q293 LMP1-TROYcd NF-kB luciferase reporter, 4 h. inhibition, % at 10 µM. 360,000 compounds, 0.98% hits;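 active = compounds whose plate-normalised and pattern-corrected inhibition of the luciferase reporter signal at the single screening dose is 50% or more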
LRH-1 inv ag – LRH-1 (NR5A2) inverse agonists, primary screen, cell-based, luminescence, HEK293T, StAR-luciferase reporter. 360,000 compounds, 0.13% hits. AID 602396, 2012. LRH-1 transfected, 24 h. Nuclear receptor subfamily 5 group A member 2 (Homo sapiens), O00482. inhibition, % at 3.6 µM;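 active = inhibition above the mean inhibition of all tested compounds plus 3 SD, cut at about 73% in these data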;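 also: 0% = DMSO wells and 100% = reporter-only cells lacking LRH-1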
SRC3 inh – SRC3 coactivator transcriptional activity inhibitors, primary screen, cell-based, luminescence. Nuclear receptor coactivator 3 (Homo sapiens), Q9Y6Q9. HEK293 GAL4-SRC3 luciferase reporter. inhibition, % at 3.6 µM. 360,000 compounds, 0.17% hits;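 active = inhibition above a per-campaign cutoff, the mean of all compounds plus 3 SD, cut at about 60% in these data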;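 also: 0% = DMSO-treated cells and 100% = gossypol-treated cells at 36 µM; higher means less SRC3-driven luciferase light from the GAL4 reporter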
Target sequence (Q9Y6Q9 whole entry, looked up, the tested form may be a part): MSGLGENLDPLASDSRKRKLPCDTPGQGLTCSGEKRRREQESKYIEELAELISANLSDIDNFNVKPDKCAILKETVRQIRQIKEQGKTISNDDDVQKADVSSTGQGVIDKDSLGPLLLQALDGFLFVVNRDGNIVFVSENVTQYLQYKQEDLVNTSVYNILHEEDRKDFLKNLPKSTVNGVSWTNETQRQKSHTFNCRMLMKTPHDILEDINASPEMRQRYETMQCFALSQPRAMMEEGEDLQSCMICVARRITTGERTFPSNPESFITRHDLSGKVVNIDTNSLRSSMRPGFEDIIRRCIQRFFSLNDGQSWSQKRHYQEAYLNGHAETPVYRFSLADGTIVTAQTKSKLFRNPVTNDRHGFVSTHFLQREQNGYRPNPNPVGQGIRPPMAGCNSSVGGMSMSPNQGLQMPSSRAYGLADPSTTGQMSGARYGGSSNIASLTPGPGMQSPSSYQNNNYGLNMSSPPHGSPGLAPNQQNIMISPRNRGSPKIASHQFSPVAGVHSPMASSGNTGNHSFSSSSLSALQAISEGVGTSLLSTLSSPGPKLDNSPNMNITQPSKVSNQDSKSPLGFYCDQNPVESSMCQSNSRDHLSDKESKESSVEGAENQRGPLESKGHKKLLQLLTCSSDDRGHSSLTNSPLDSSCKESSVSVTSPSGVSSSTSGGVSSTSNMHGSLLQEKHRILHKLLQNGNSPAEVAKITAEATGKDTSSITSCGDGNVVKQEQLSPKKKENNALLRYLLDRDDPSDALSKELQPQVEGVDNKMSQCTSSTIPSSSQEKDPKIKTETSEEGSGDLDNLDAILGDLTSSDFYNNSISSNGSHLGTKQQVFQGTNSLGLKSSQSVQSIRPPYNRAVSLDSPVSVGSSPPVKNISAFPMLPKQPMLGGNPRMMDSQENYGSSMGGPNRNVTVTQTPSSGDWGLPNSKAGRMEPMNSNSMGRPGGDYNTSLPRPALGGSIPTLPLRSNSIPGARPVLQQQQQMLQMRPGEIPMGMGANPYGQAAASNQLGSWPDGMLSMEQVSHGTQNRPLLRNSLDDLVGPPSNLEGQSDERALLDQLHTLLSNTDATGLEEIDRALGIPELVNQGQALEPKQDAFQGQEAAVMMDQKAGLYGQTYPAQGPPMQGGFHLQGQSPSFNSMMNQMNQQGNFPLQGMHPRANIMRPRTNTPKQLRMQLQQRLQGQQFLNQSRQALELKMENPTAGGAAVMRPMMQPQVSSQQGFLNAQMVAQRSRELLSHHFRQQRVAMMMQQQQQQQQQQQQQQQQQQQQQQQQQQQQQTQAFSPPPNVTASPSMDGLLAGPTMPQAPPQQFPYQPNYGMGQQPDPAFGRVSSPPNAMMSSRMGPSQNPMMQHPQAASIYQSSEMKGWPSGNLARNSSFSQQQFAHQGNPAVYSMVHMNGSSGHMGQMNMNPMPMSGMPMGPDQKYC
C8 TRAIL sens – viability loss with TRAIL in NB7+C8 cells, primary screen, TRAIL sensitizer project, cell-based, ATPlite luminescence; inhibition (viability loss, TRAIL sensitization), % at 10 µM; 360,000 compounds, 1% hits; AID 624354, 2012;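 active = compounds causing at least 50% loss of cell viability in the single-dose screen, relative to plate controls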
Starred values were filed as active, the others as inactive; u = inconclusive; x = not tested or not shown. Not all compounds are listed. The share of hits here may be higher or lower than overall.

SMILES | Vif inh | LMP1 NFkB inh | NR2F2 inh | SRC1 inh | NCOA2 inhibitor | NOD2 RIPK2 PPI | TLR9-MyD88 inh | TROY NFkB inh | LRH-1 inv ag | SRC3 inh | C8 TRAIL sens
CO[C@@H]1CN(C)C(=O)c2cc(NC(=O)NC3CCCCC3)ccc2OC[C@@H](C)N(CC2CCOCC2)C[C@@H]1C | x | x | -16 | x | -5 | -19 | x | x | 9 | x | -3
Cc1nc([N+](=O)[O-])cn1CC(=O)c1ccc(F)cc1 | -4 | -19 | x | -17 | x | -2 | -3 | -20 | 0 | -5 | -3
O=C(NCCCN1CCCC1)c1ccc2c(c1)N(Cc1ccc(F)cc1)C(=O)c1ccccc1S2=O (stereo not drawn) | -6 | -2 | -2 | 5 | -7 | -10 | -2 | -13 | -16 | -3 | -2
COc1ccc2[nH]c(C(=O)N/N=C/c3cc(OC)c(OC)c(OC)c3)cc2c1 | -6 | -17 | -17 | -33 | -54 | -8 | -5 | -40 | -1 | -50 | -8
Cc1onc(-c2ccccc2Cl)c1C(=O)O/N=C(\N)c1cccc([N+](=O)[O-])c1 | 1 | -4 | 12 | 17 | 1 | -16 | -1 | 31 | 32 | -18 | 88*
Fc1cccc(Cn2ccc(-c3ccc4c(c3)OCO4)n2)c1 | -16 | -30 | -34 | -53 | -48 | -2 | 2 | -39 | -34 | -47 | -4
C[C@H](CO)N1C[C@H](C)[C@@H](CN(C)C(=O)Nc2ccc(C(F)(F)F)cc2)Oc2c(NS(=O)(=O)c3ccc(F)cc3)cccc2C1=O | 16 | -4 | -7 | -20 | 1 | -3 | -5 | 7 | 10 | 17 | -8
Cc1cc(NC(=O)C(C)C)ncc1NC(=O)c1ccco1 | -7 | 1 | -16 | -13 | -29 | -10 | -9 | -26 | 9 | -5 | -10
Cc1cc(C(=O)NNC(=O)COc2c(C)cc(Br)cc2C)n[nH]1 | 2 | -2 | -19 | -2 | -28 | -1 | -2 | 1 | 0 | 9 | 3
COc1cc(N(C)C)c([N+](=O)[O-])cc1C(=O)N1CCN(Cc2ccccc2)CC1 | 8 | 51* | -3 | 12 | 30 | -5 | -4 | 12 | -19 | 8 | 13
CCCCOC(=O)Cn1c(=O)n(CC(=O)OCCCC)c2ccccc21 | 15 | 2 | 8 | -8 | -2 | 0 | 1 | 3 | -29 | -30 | -2
CCN(CC(=O)Nc1ccc2c(c1)OCCO2)C(=O)/C=C/c1ccc(OC)c(OC)c1 | -10 | -1 | -3 | -5 | 2 | -12 | -7 | -27 | 40 | 14 | -5
O=C(O)C[C@]1(C(=O)Nc2ccc(F)cc2)CC(/C=C/c2ccccc2)=NO1 | 4 | 2 | 5 | 3 | -32 | -6 | -6 | -12 | 5 | -12 | -12
Cc1ccc(-c2nn[nH]n2)cc1Cl | 7 | -8 | 6 | -2 | -12 | -10 | -12 | -19 | -2 | 12 | -10
COc1ccc(-c2cn[nH]c2-c2ccc(O)cc2O)cc1 | -2 | 15 | 19 | 55 | 54* | -5 | -5 | 45 | 9 | 48 | -33
CCC(C(=O)NCCCN1CCN(C)CC1)n1nc(C)c2sc3ccccc3c2c1=O (stereo not drawn) | -2 | 2 | 9 | -5 | 6 | -10 | -7 | 2 | 6 | -13 | -5
C/C(=N/OC(=O)c1c(-c2c(F)cccc2Cl)noc1C)c1cnccn1 | -6 | -4 | -4 | -17 | -7 | 6 | 1 | -1 | 2 | 2 | 2
COc1ccc2nc3n(c(=O)c2c1)-c1cc2ccccc2cc1C(=O)NC3Cc1ccc(O)cc1 (stereo not drawn) | 2 | -4 | 10 | 11 | 15 | 1 | 9 | 22 | 10 | -8 | 12
C/C(=C\C(=O)c1ccccc1)NCc1ccc(F)cc1 | -5 | -14 | -13 | -22 | -34 | 5 | 1 | -25 | -24 | -33 | -8
Cc1csc(NC(=O)NC2(C(F)(F)F)Oc3ccccc3O2)n1 | 0 | 15 | -21 | -23 | 4 | 10 | -4 | -2 | -6 | -19 | 14
CCc1ccc(-c2nnn(Cc3nn[nH]n3)n2)cc1 | 2 | -4 | -12 | -9 | 14 | 2 | -6 | -14 | -5 | 14 | -8
CC1CCc2nn(CC(=O)N3CCc4ccccc43)cc2C1 (stereo not drawn) | 9 | -12 | -7 | -7 | -10 | 3 | -15 | -10 | -18 | 7 | 2
COc1ccc(-c2nc3ccccc3n2OC(C)C(=O)O)cc1 (stereo not drawn) | 18 | -8 | -24 | -44 | -26 | -2 | -7 | -28 | -36 | -32 | 15
Cc1nc(SCC(=O)N2CCC(C(N)=O)CC2)n[nH]1 | 7 | -9 | 20 | -13 | -26 | 6 | -2 | -12 | 18 | 5 | -9
CCCSc1nc(C)c(CC(=O)O)c(=O)[nH]1 | 19 | -15 | 3 | -37 | -34 | -3 | 0 | -11 | -2 | 3 | -6
Cc1ccc([C@@H]2C[C@H]3[C@@H](CN2S(=O)(=O)c2ccc(C)cc2)C(=O)C[C@@H](c2ccccc2F)N3S(=O)(=O)c2ccc(C)cc2)cc1 | x | x | 18 | 3 | 36 | -10 | x | 2 | 17 | 23 | -9
O=C(CCNS(=O)(=O)c1ccc(Br)s1)NC1CCCC1 | 3 | 1 | -4 | -13 | 2 | -2 | -1 | -14 | -13 | -12 | -13
Clc1cccc(CN2CCN(c3nc4nonc4nc3NC3CC3)CC2)c1 | -10 | -1 | 9 | -5 | -23 | -6 | 3 | 1 | -3 | 20 | 3
CCc1nn2c(=O)cc(COC(=O)c3cc(Cl)c(OC)c(OC)c3)nc2s1 | -12 | 2 | -20 | -4 | 18 | -15 | 0 | 21 | -10 | 0 | -8
S=C(Nc1ccccc1)Nc1cc(Cl)ccc1Oc1ccccc1 | 1 | 13 | 6 | 5 | 12 | -1 | -3 | -26 | -5 | 11 | 11

Part of the list above, with two lines to a compound.
Below each compound: Vif inh	LMP1 NFkB inh	NR2F2 inh	SRC1 inh	NCOA2 inhibitor	NOD2 RIPK2 PPI	TLR9-MyD88 inh	TROY NFkB inh	LRH-1 inv ag	SRC3 inh	C8 TRAIL sens
O=C(CCNS(=O)(=O)c1ccc(Br)s1)NC1CCCC1
  3	1	-4	-13	2	-2	-1	-14	-13	-12	-13
Clc1cccc(CN2CCN(c3nc4nonc4nc3NC3CC3)CC2)c1
  -10	-1	9	-5	-23	-6	3	1	-3	20	3

Returning to the listing, repeating the 5 entries before the break.
SMILES | Vif inh | LMP1 NFkB inh | NR2F2 inh | SRC1 inh | NCOA2 inhibitor | NOD2 RIPK2 PPI | TLR9-MyD88 inh | TROY NFkB inh | LRH-1 inv ag | SRC3 inh | C8 TRAIL sens
Cc1ccc([C@@H]2C[C@H]3[C@@H](CN2S(=O)(=O)c2ccc(C)cc2)C(=O)C[C@@H](c2ccccc2F)N3S(=O)(=O)c2ccc(C)cc2)cc1 | x | x | 18 | 3 | 36 | -10 | x | 2 | 17 | 23 | -9
O=C(CCNS(=O)(=O)c1ccc(Br)s1)NC1CCCC1 | 3 | 1 | -4 | -13 | 2 | -2 | -1 | -14 | -13 | -12 | -13
Clc1cccc(CN2CCN(c3nc4nonc4nc3NC3CC3)CC2)c1 | -10 | -1 | 9 | -5 | -23 | -6 | 3 | 1 | -3 | 20 | 3
CCc1nn2c(=O)cc(COC(=O)c3cc(Cl)c(OC)c(OC)c3)nc2s1 | -12 | 2 | -20 | -4 | 18 | -15 | 0 | 21 | -10 | 0 | -8
S=C(Nc1ccccc1)Nc1cc(Cl)ccc1Oc1ccccc1 | 1 | 13 | 6 | 5 | 12 | -1 | -3 | -26 | -5 | 11 | 11
CC(=NNC(=O)c1cc(C)oc1C)c1ccc(Br)s1 | 52* | -7 | 1 | 4 | 8 | 5 | -4 | -7 | -24 | 1 | 1
COC(=O)CN(c1ccccc1OC)S(=O)(=O)c1ccccc1 | 8 | -4 | -1 | 1 | -3 | 3 | 4 | 12 | 10 | 11 | -1
O=C1CC(SC(=Nc2ccccc2)Nc2ccccc2)C(=O)N1c1ccc(Cl)c(Cl)c1 (stereo not drawn) | 0 | -7 | 13 | -14 | 1 | -14 | -8 | 23 | 17 | 20 | 2
Cc1ccc(NC(=O)CCc2nc3sc4c(c3c(=O)[nH]2)CCCC4)c(Br)c1 | 5 | -6 | x | -11 | x | -4 | -2 | 9 | -31 | 3 | 11
O=C(CC1C(=O)NCCN1Cc1cccc(F)c1)NC1CCCCC1 (stereo not drawn) | -7 | -3 | 22 | -4 | 29 | -2 | 2 | -3 | 7 | -3 | 2
Cn1c(=O)[nH]c(=O)c2c1nc(SCCO)n2Cc1ccccc1Cl | 1 | 5 | -12 | -2 | -19 | -5 | -10 | 8 | -10 | 1 | 6
COc1ccccc1NC(=O)Cc1nnc(SCC(=O)NC2=NCCS2)n1C | 2 | 1 | -7 | 7 | 8 | -15 | -2 | 3 | 12 | 8 | -7
CC(C)CN1C(=O)NC(NC(=O)c2cccnc2)(C(F)(F)F)C1=O (stereo not drawn) | x | -5 | -2 | -2 | -3 | 1 | -1 | 5 | 0 | -10 | -9
NC(=O)c1oc2ccccc2c1NC(=O)c1ccc(F)cc1 | -8 | -4 | 6 | -2 | -1 | -3 | 7 | 3 | 14 | -6 | 1
COc1cc(Cl)c(C)cc1NC(=O)CN1CCCCCC1 | u | -2 | 4 | 2 | 24 | 8 | 2 | 1 | 5 | 8 | 13
CC(C)C[C@H](NC(=O)[C@H](Cc1ccccc1)n1c(=O)[nH]c2ccccc2c1=O)C(=O)N1CCC(C(=O)O)CC1 | -1 | -7 | -2 | 0 | -33 | -5 | 7 | -4 | -5 | 0 | 0
COc1ccc(NC(=O)c2ccc(C#CC(C)(C)O)cc2)cc1 | 2 | -3 | -8 | -10 | -22 | 8 | 0 | -27 | -27 | 7 | 0
Cn1cc(-c2nnnn2-c2ccc(Cl)cc2)c(C(F)(F)F)n1 | -3 | 2 | -2 | 11 | -1 | 0 | -2 | -12 | -10 | 13 | -4
O=C(COc1cc(Cl)ccc1Cl)Nc1nnc(C2CC2)s1 | -24 | 15 | -14 | 3 | -4 | -8 | -1 | -17 | 3 | -9 | 5
